Pf apPOL inh: Pf-apPOL DNA polymerase inhibition. Recombinant Pf-apPOL, molecular beacon fluorescence, 1.5 h. inhibition, % at 10 µM. 0.25% of 210,000 active. AID 1794808
mHTT CaM bind: inhibitors of human mutant huntingtin-calmodulin interaction; inhibition, % at 15 µM; P42858; AlphaScreen His-mHTT/GST-CaM binding, luminescence; 3.6% of 190,000 active;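 further: 0% = both proteins with DMSO and 100% = one protein alone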
* = called active by the depositor; i = inactive; · = no result given; & = joins results of further samples. No stated cut-off is given here; in the data, active means inhibition above about 50%; inactive means the rest.

SMILES	Pf apPOL inh	mHTT CaM bind
CC1CN(c2ccc([N+](=O)[O-])c(N3CCOCC3)c2)CCN1 (configuration not stated)	-6	-2
O=[N+]([O-])c1ccc2nc(N3CCNCC3)sc2c1	1	10
CN(C)C(=O)Oc1ccc2c(c1)OC(=Cc1cccc(Br)c1)C2=O	-8	8
COc1ccc(CN2CCN(c3ccccc3C)CC2)c(OC)c1	-2	1
CCCCCCCCCCCCCC(=O)O[C@@H]1[C@@H](C)[C@@]2(O)[C@@H](C=C(CO)C[C@@]3(O)C(=O)C(C)=C[C@@H]23)C2C(C)(C)[C@@]21OC(C)=O (some centres not stated)	7	·
O=[N+]([O-])c1cccc(CN2CCN(c3cccc(Cl)c3)CC2)c1	-4	24
CC(C)N1CCN(Cc2ccc(F)cc2)CC1	4	-4
Nc1cc2nc3ccccc3nc2cc1O	0	100*
COc1ccc2c(c1)C1(CCN(C(=O)c3ccccc3Br)C1)C(=O)N2 (configuration not stated)	-4	3
CC(C)(O)C1OC2CCC3(C)C(O)(CCC4Cc5c([nH]c6ccccc56)C43C)C2=CC1=O (configuration not stated)	-3	·
O=c1cccc2n1CC1CC2CN(Cc2cc(Cl)ccc2O)C1 (configuration not stated)	-6	3
O=[N+]([O-])/C=C/c1ccc(OCc2ccc(F)cc2)cc1	-2	15
CCC(=O)N1N=C2C3CCN(CC3)C2C1c1ccc(Cl)cc1 (configuration not stated)	-2	0
O=c1[nH]c2ccccc2n1CCCN1CCC(n2c(=O)[nH]c3cc(Cl)ccc32)CC1	3	·
CCCn1c(C(=O)c2ccc(OC)cc2)nc2ccccc21	-2	-35
CC1(C)C2CCC1(C)C(N1CCNCC1)C2 (configuration not stated)	-32	·
COc1cccc(CN2CCN(c3ccc(Cl)cc3)CC2)c1OC	-12	2
O=C(c1cnn2c(C(F)(F)F)cc(-c3ccccc3)nc12)N1CCC2(CC1)OCCO2	-13	32
COc1cc(C)c(/C=C/[N+](=O)[O-])cc1C(C)C	-2	21
C[N+](C)(C)CC(=O)O	12	·
CCOc1ccccc1NC(=O)N1CCC2(C1)C(=O)N(C)c1ccc(OC)cc12 (configuration not stated)	4	6
CCOc1ccccc1CC1(CCc2ccncc2)C(=O)N(C)C(=O)N(C)C1=O	-5	9
CCn1cc(CC(=O)N2CCN(C(C)C)CC2)c2cccnc21	-2	-6
COc1ccc(OC)c(CC2C(=O)N(C)C(=O)N(C)C2=O)c1	-2	6
COc1ccc2c(c1)C1(CCN(C(=O)C(C)C)C1)C(=O)N2 (configuration not stated)	-7	1
CCCn1cc(C(=O)NCC2CCCO2)c2cccnc21 (configuration not stated)	0	-2
CC1CN(Cc2ccccc2)CCN1 (configuration not stated)	1	·
CCC(C)NC(=O)CN1C(=O)C(C)N=C(c2ccccc2)c2ccccc21 (configuration not stated)	-5	4
CCN1CCN(Cc2cc(OC)c(OC)cc2Br)CC1	4	-4
CCc1ccc2oc(=O)cc(CN3CC4CC(C3)c3cccc(=O)n3C4)c2c1 (configuration not stated)	-7	6
O=[N+]([O-])c1c(Br)sc(Br)c1[N+](=O)[O-]	·	52*
CCON=C(C)c1ccc(C)nc1	3	·
COc1ccccc1CN1CCN(c2ccc(F)cc2)CC1	-4	2
CN(Cc1ccccc1)C(=O)c1ccc(N2CC3CC(C2)c2cccc(=O)n2C3)c(N)c1 (configuration not stated)	-3	4
Cc1c(C(=O)N2CCC3(CC2)OCCO3)oc2ccc(S(=O)(=O)N3CCOCC3)cc12	-6	0
CCC(=O)Nc1ccc(Cl)cc1C(=O)c1ccccc1	-3	0
Cc1nc2ccccc2c(=O)n1-c1ccccc1I	8	0
Cn1c(=O)c2c(c3ccccc31)NC(=S)NN=C2	·	97*
CCOc1ccccc1N1CCN(Cc2cccnc2)CC1	-1	-2
N#CC(C#N)=Cc1ccc(C=C(C#N)C#N)cc1	·	1
Cn1cc(CN2CCN(C(=O)Cc3ccccc3)CC2)ccc1=O	-1	-8
Cn1cc(C=C(C#N)C#N)c2ccccc21	·	-1
CCOc1ccc(-c2cc(C(=O)N3CCC4(CC3)OCCO4)c3ccccc3n2)cc1	-10	-24
CN(C)C(=O)Oc1ccc2c(c1)OC(=Cc1cc(Cl)cc3c1OCOC3)C2=O	5	3
CN1CCCCC1c1ccc(-c2cccnc2)nc1 (configuration not stated)	-16	·
CCn1nccc1C(=O)Nc1ccc(Cl)cc1C(=O)c1ccccc1	-3	-16
CCOc1ccccc1CN1CCN(c2ccccc2OC)CC1	-3	3
Cc1cccc(CN2CC3CC(C2)c2cccc(=O)n2C3)c1 (configuration not stated)	6	-1
CCC1(C)CC(CCNCc2ccc(OC)cc2)(c2ccccc2OC)CCO1 (configuration not stated)	-2	8
CCn1cc(C(=O)Nc2ccc(F)c(C)c2)c2cccnc21	-1	2

The list goes on:
SMILES	Pf apPOL inh	mHTT CaM bind
CC(C)(C)C(=O)Nc1ccc(Cl)cc1C(=O)c1ccccc1	-1&-9	·
OCCN1CCN(Cc2ccc(F)c(F)c2)CC1	-3	-1
CCn1cc(C(=O)Nc2cccc(OC)c2)c2cccnc21	1	29
O=C(c1ccc(N2CCCCC2)c([N+](=O)[O-])c1)N1CCC2(CC1)OCCO2	-4	12
CN1C2CCC1CC(OC(c1ccccc1)c1ccccc1N)C2 (configuration not stated)	6	·
CCOc1cc(/C=C2/C(=O)NC(=O)N(C)C2=O)cc([N+](=O)[O-])c1O	-1	2
COc1ccccc1CCNC1CCCCCC1	-2	-7
CNC(=O)ON=Cc1nn(C(=O)C(C)(C)C)cc1Br	-3	·
CC1CN1c1cc2c(c3c1ccn3C)C1CCC2C1 (configuration not stated)	-4	32
CCN1CCN(C(=O)Cc2cn(C)c3ccccc23)CC1	1	1
NCCc1c[nH]c2ccc(C(N)=O)cc12	-4	·
CN(C)c1ccc(CN2CCN(c3ccc(F)cc3)CC2)cc1	-4	38
O=C(NC(NCc1ccccc1)C(Cl)Cl)c1ccccc1 (configuration not stated)	-5	-7
CNC(=O)Oc1cc([N+](=O)[O-])cc2cccnc12	-9	100*
COc1ccc(NC(=S)N2CC3CC(C2)c2cccc(=O)n2C3)cc1 (configuration not stated)	-9	2
O=[N+]([O-])c1ccc(CCNC2CCCCC2)cc1	0	1
COc1ccc(CN2CCN(C)CC2)c(OC)c1C	1	0
CC(=Cc1ccc2c(c1)OCO2)[N+](=O)[O-]	-2	·
COc1ccc2c(c1)C1(CCN(C(=O)CC(C)(C)C)C1)C(=O)N2 (configuration not stated)	-3	7
O=c1c2ccccc2nc(Cc2ccccc2)n1-c1cccc([N+](=O)[O-])c1	-10	1
CC1NCCC2(O)CCCCC12 (configuration not stated)	-1	-4
COc1cccc(CN2CCN(CCO)CC2)c1	-10	-1
CC(N)C(=O)c1ccco1 (configuration not stated)	2	-6
O=[N+]([O-])/C=C/c1cccc(OCc2ccccc2Cl)c1	-1	6
CCCCn1c(=O)c(C(=O)Nc2ccccc2S(N)(=O)=O)c(O)c2ccccc21	-3	23
COc1ccc(CN2CCN(Cc3ccccc3)CC2)c(C)c1C	-6	-1
NP(=O)(Oc1ccccc1F)Oc1ccccc1F	5	3
COc1ccc(NC(=O)C2c3ccccc3C(=O)N3CCCCC23)c(OC)c1 (configuration not stated)	-1	0
N/C(=N\[N+](=O)[O-])Nc1ccc(NC(=O)c2ccc([N+](=O)[O-])cc2)cc1	-6	i
CCOc1cccc(CN2CCN(C)CC2)c1O	-4	2
C#CCOc1ccc(/C=C/[N+](=O)[O-])cc1	2	9
O=C(NC(=O)c1ccccc1Cl)Nc1ccc2c(c1)S(=O)(=O)C=C2	-5	·
CN1CCN(Cc2cccc([N+](=O)[O-])c2)CC1	-10	-2
N#CC1=C(N)C(C#N)(C#N)C(c2ccc(F)cc2)C2CSCC=C12 (configuration not stated)	-4	4
O=C(O)C1Nc2c(F)cccc2C2C(Cl)C(Sc3ccccc3[N+](=O)[O-])CC12 (configuration not stated)	1	68*
CN1CCC(O)(c2ccccc2)C2CCCCC21 (configuration not stated)	-4	-3
O=C1NC(=O)N(c2cccc(Br)c2)C(=O)/C1=C/c1ccsc1	-4	17
CN1CCN(c2c(N)c(=O)oc3ccccc23)CC1	-2	0
CSC(=NCc1ccccc1Cl)NC(N)=N[N+](=O)[O-]	-12	·
C[C@H]1COc2cccc(N3CCN(C)CC3)c2S(=O)(=O)N1	-8	-15

Whole records, quoted from the list. Order of values: Pf apPOL inh | mHTT CaM bind
`O=[N+]([O-])c1ccc2nc(N3CCNCC3)sc2c1` is listed as 1 | 10
`O=c1[nH]c2ccccc2n1CCCN1CCC(n2c(=O)[nH]c3cc(Cl)ccc32)CC1` is listed as 3 | ·

An excerpt from above in order of heavy-atom count, low to high.
SMILES	Pf apPOL inh	mHTT CaM bind
CN1CCN(c2c(N)c(=O)oc3ccccc23)CC1	-2	0
C[C@H]1COc2cccc(N3CCN(C)CC3)c2S(=O)(=O)N1	-8	-15
O=C1NC(=O)N(c2cccc(Br)c2)C(=O)/C1=C/c1ccsc1	-4	17

Following part:
SMILES	Pf apPOL inh	mHTT CaM bind
CN(C)C(=O)Oc1ccc2c(c1)OC(=Cc1ccc3c(c1)OCO3)C2=O	-1	4
O=C(NCc1ccc(C(=O)N2CCC3(CC2)OCCO3)cc1)c1cccc(Br)c1	-8	5
N=C1c2ccccc2CN1c1c(Cl)cccc1Cl	-3	-3
COc1ccc2c(c1)C1(CCN(S(=O)(=O)c3ccc(F)c(F)c3)C1)C(=O)N2 (configuration not stated)	-8	5
O=c1c2ccccc2nc(/C=C/c2ccccc2)n1-c1cccc([N+](=O)[O-])c1	-1	-4
O=C1C=CCC2C3CCCN4CCCC(CN12)C34 (configuration not stated)	-14	·
CC12CCC3C(CC=C4CC(O)CCC43C)C1CC(=Cc1ccc(OC(F)F)cc1)C2=O (configuration not stated)	-2	3
COc1ccc2c(c1)C1(CCN(C(=O)Nc3ccccc3)C1)C(=O)N2 (configuration not stated)	-2	-6
Fc1ccc(C2C=C(c3cccnc3)Nc3nnnn32)cc1 (configuration not stated)	-7	4
COc1ccc(C(=O)N2CCCC2=O)cc1	-3	·
CC12CCC3C(CCC4C/C(=N/O)CCC43C)C1CCC2O (configuration not stated)	-1	i
O=C(N1CCc2ccccc2C1)C(Cl)(Cl)Cl	-5	-50
CN1CCC(=O)N(CCN=[N+]=[N-])CC1	-6	-10
O=[N+]([O-])c1ccc(CN2CCN(c3ccccc3)CC2)cc1	1	-19
Cc1ccc2c(c1)N(CCC(=O)N1CCC3(CC1)OCCO3)C(=O)CO2	-7	5
Cc1ccc(CN2CCN(c3ccccc3C)CC2)cc1	2	-14
O=C(c1cc(S(=O)(=O)N2CCOCC2)ccc1F)N1CCC2(CC1)OCCO2	-3	6
Cc1ccc(C=C2CC3C4CCC5CCCCC5(C)C4CCC3(C)C2=O)o1 (configuration not stated)	-2	2
NC(N)=NOCC[C@H](N)C(=O)O	2	·
O=[N+]([O-])c1ccc(N2CCCNCC2)c2ncccc12	-2	12
O=S(=O)(/C=C/c1ccc(Cl)cc1)C(Cl)(Cl)Cl	-3	2
CN1CCCN(C(=O)c2nn(CCN3CCCCC3)c3ccccc23)CC1	-1	27
CN1CCC(N(C)c2nc(-c3ccc([N+](=O)[O-])cc3)nc3ccccc23)CC1	-2	39
C=CCOc1ccccc1CN1CCN(c2ccccc2)CC1	2	8
CCOc1ccc(CN2CCN(c3ccccc3C)CC2)cc1	-2	-5
O=[N+]([O-])c1ccc(N2CCN(Cc3cc(F)ccc3F)CC2)cc1	2	18
c1ccc(CCNCc2ccco2)cc1	-6	5
Nc1c(Cl)cc([N+](=O)[O-])cc1Cl	·	2
O=C(O)CCCN1CC=C(c2ccccc2)CC1	0	·
Oc1ccc(CN2CCN(Cc3ccccc3)CC2)cc1	-8	2

7 compounds picked at random from the list so far, as already listed:
SMILES	Pf apPOL inh	mHTT CaM bind
Nc1c(Cl)cc([N+](=O)[O-])cc1Cl	·	2
O=C(O)CCCN1CC=C(c2ccccc2)CC1	0	·
C=CCOc1ccccc1CN1CCN(c2ccccc2)CC1	2	8
O=[N+]([O-])c1ccc(N2CCN(Cc3cc(F)ccc3F)CC2)cc1	2	18
c1ccc(CCNCc2ccco2)cc1	-6	5
CN1CCCN(C(=O)c2nn(CCN3CCCCC3)c3ccccc23)CC1	-1	27
Oc1ccc(CN2CCN(Cc3ccccc3)CC2)cc1	-8	2

(cont.)
SMILES	Pf apPOL inh	mHTT CaM bind
CCN1CCN(Cc2cc(OC)c(OC)c(OC)c2)CC1	1	0
COc1cccc(-n2c(C)nc3ccc(I)cc3c2=O)c1	4	-2
Cc1cc(Br)ccc1OCC(=O)N1CCN(Cc2ccc3c(c2)OCO3)CC1	-6	37
Cc1cc(C)c(NC(=O)C(Cl)(Cl)Cl)c(C)c1	-2	-8
[O-]C(=Nc1c[n+](C23CC4CC(CC(C4)C2)C3)no1)Nc1ccccc1	-1	-2&8
O=[N+]([O-])c1cc(CN2CCN(Cc3ccccc3)CC2)ccc1O	2	-2
COc1ccc(CNCCc2ccc3c(c2)OCO3)c(OC)c1C	-4	-1

Screening results deposited in PubChem BioAssay by University of Kansas High Throughput Screening Laboratory.

Some of the compounds tested; the hit share may differ from the screen's.
